# D3 ag: qHTS of D3 Dopamine Receptor Agonist: qHTS | max activation, % | hit rate 0.58% among 410,000 | AID 652048, 2013 | D3R DiscoveRx beta-arrestin cells, luminescence, 90 min; in the data active means max activation above about 30%; further: 0% is about no effect; mostly tested at two doses, the higher about 12 µM
# Target sequence (P35462 whole entry, looked up): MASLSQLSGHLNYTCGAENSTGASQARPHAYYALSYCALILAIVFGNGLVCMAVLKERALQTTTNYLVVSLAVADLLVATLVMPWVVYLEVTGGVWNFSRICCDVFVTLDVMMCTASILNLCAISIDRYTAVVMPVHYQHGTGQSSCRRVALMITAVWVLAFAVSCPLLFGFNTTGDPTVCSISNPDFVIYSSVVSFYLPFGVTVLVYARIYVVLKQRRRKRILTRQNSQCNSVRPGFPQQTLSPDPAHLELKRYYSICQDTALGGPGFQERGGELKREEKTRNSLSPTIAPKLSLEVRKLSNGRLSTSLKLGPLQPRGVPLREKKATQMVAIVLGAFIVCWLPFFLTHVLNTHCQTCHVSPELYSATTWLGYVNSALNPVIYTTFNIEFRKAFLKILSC
#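 Agonist-mode cell screen: cells plated at 1500/well and incubated overnight at 37 °C, then exposed to library compounds for 90 min at 37 °C. Detection reagent was added for 30–60 min at room temperature, and luminescence was read.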
# GLP1R ag: qHTS of GLP-1 Receptor Agonists; Potency, µM (titrated, usually from 45.6 µM), without a hit: at the highest dose activation, usual class: activators; hit rate 0.007% among 380,000; AID 624172, 2012; HEK293 GLP-1R CRE-luciferase, luminescence, 4-6 h; cells express a hypersensitive GLP-1R form; Glucagon-like peptide 1 receptor (Homo sapiens), P43220; further: potency means the concentration at half of the fitted maximal effect; % of control where 0% means no effect
# Target sequence (P43220 whole entry, looked up): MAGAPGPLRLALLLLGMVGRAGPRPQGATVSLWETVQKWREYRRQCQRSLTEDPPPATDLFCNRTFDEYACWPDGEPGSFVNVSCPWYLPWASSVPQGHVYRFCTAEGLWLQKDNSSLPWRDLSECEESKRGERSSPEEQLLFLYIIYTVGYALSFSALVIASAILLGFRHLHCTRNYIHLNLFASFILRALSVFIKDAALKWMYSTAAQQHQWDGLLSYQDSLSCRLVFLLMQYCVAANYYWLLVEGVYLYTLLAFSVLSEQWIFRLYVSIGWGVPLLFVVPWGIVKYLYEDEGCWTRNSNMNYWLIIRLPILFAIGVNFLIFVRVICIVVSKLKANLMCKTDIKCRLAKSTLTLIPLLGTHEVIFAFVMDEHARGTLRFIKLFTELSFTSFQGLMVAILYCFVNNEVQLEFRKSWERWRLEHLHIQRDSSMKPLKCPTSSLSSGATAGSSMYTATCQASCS
# GLP1R inv ag: qHTS of GLP-1 Receptor Inverse Agonists (Inhibition Mode). HEK293 GLP-1R CRE-luciferase, luminescence, 24 h; GLP-1R form is constitutively active. Potency, µM (doses to about 38.3 µM), inactives show at the highest dose activity change, negative = inhibition, usual class: inhibitors. hit rate 1.6% among 410,000. AID 624417, 2012; further: potency means the concentration at half of the fitted maximal effect; on the % scale 0 is the no-effect control and ±100 the full control effect; nearly all actives have a fitted effect of over 55% in size
#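 Cells are plated, allowed 12 hours at 37 deg C, then treated with compounds for 24 hr before luciferase detection reagent is added and luminescence is read after 12 min at room temperature. The HEK293 line carries constitutively active GLP-1R with a cAMP-responsive reporter.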
# HEK293 tox: qHTS of GLP-1 Receptor Inverse Agonists: Cytotox Screen; HEK293 cAMP-luciferase reporter cells, luminescence, 24 h; Potency, µM (top dose mostly 38.3 µM), for the others: top-dose activity change, negative = inhibition, usual class: inhibitors; hit rate 0.13% among 410,000;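 further: loss of luciferase light is scored as toxicity; potency means the concentration at half of the fitted maximal effect; on the % scale 0 is the no-effect control and ±100 the full control effect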
#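 MLSMR compounds, 24 hr on cells at 37 deg C/5% CO2; luminescence after luciferase reagent (12 min RT). Inhibition counted as the undesired cytotoxic outcome.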
# D3 antag: qHTS of D3 Dopamine Receptor Antagonist: qHTS. D3R cells, DiscoveRx beta-arrestin luminescence, antagonist mode; stronger effect = lower value. AID 652054, 2013. max response, negative = inhibition, %. D(3) dopamine receptor (Homo sapiens), P35462. hit rate 2.5% among 360,000; in the data active means max response below about -50%; inconclusive means no clear call, values can overlap the other calls; further: on the % scale 0 is the no-effect control and ±100 the full control effect; mostly tested at two doses, the higher about 12 µM
#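 Cells plated overnight at 1500 cells/well, then exposed to library compounds with dopamine controls for 90 minutes at 37 degrees C. DiscoveRx reagent added for 30–60 minutes at room temperature; luminescence read, quantitative HTS format.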
# aSyn yeast inh: qHTS of alpha-syn Inhibitors. hit rate 0.14% among 370,000. Yeast expressing alpha-synuclein, growth rescue, BacTiter-Glo, 24 h. Potency, µM (top dose mostly 46.1 µM), inactives show at the top dose growth rescue (activation), actives largely listed as activators; further: potency means the concentration at half of the fitted maximal effect; % of control where 0% means no effect; nearly all actives have a fitted effect of over 65% in size
#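 Screening used galactose-induced yeast with toxic alpha-synuclein levels, exposed to compound for 24 hr at 30 deg C. Cell growth, read with BacTiter-Glo luminescence, gave the measured signal.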
# TDP-43 yeast inh: qHTS of TDP-43 Inhibitors; TDP-43 expressing yeast growth rescue, BacTiter-Glo, 24 h; hit rate 1.8% among 410,000; AID 652104, 2013; Potency, µM (titrated, usually from 46.1 µM), inactives show at the top dose growth rescue (activation), most hits filed as activators; further: potency means the concentration at half of the fitted maximal effect; % of control where 0% means no effect; nearly all actives have a fitted effect of over 50% in size
#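 Yeast expressing TDP-43 (pregrown in raffinose, seeded at OD600=0.02 in galactose medium) exposed to compounds 24 hr at 30 deg C. Growth read by BacTiter-Glo luminescence; rescue of toxicity appears as increased signal.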
# KB-V1 MDR tox: qHTS assay for MDR1-selective chemotherapeutics: Primary screen using the drug-selected MDR subline cells KB-V1 | KB-V1 MDR cells viability, CellTiter-Glo, 72 h | Potency, µM (highest dose often 46.1 µM), for inactives: at the top dose activity change, negative = cytotoxicity, usual class: cytotoxic | hit rate 3.4% among 400,000; further: potency means the concentration at half of the fitted maximal effect; on the % scale 0 is the no-effect control and ±100 the full control effect; nearly all actives have a fitted effect of over 60% in size
#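 KB-V1, DMEM (no phenol red) + 10% FBS; cpd pin-transferred, titration series; 72 h, 37 degrees C; CellTiter-Glo, luminescence. Data normalized, curve-fit.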
# PTHR1 ag: qHTS for PTHR1 Agonists: Primary Screen; Parathyroid hormone/parathyroid hormone-related peptide receptor (Homo sapiens), Q03431; HEK293 GP2 PTHR1 cells, GloSensor cAMP luminescence, 1 h; Potency, µM (series often up to 115 µM), without a hit: at the highest dose activation, actives largely listed as activators; hit rate 0.075% among 410,000; AID 743266, 2014; further: potency means the concentration at half of the fitted maximal effect; nearly all actives have a fitted effect of over 55% in size; some results filed as inactive show a strong effect at the top dose; inactives centre near -15; many of its hits are not listed in these tables
#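 HEK-293-derived GP2 cells expressing PTHR1 and a GloSensor cAMP reporter, 3,000/well, plated overnight, given luciferin plus IBMX (each 0.5 mM as added) for 1 h at 37 °C, then compound for 1 h at 37 °C. Luminescence was read after 15 min at room temperature.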
# Numbers without * were called inactive; i = inactive; ? = inconclusive; . = no result given; [ ] = another dose, or the depositor's remark. Unless noted, the call rests on the fitted dose curve; in most records, active means well fitted curve in the direction sought with a large enough effect; inconclusive means small, poorly fitted or top-dose-only effect, or another doubt; inactive means no such curve, though single readings can be large; an effect the other way counts as inactive or inconclusive. An excerpt; count on the stated rates, not on these rows.
SMILES	aSyn yeast inh	KB-V1 MDR tox	D3 antag	TDP-43 yeast inh	PTHR1 ag	HEK293 tox	D3 ag	GLP1R ag	GLP1R inv ag
O=C(COC(=O)CC1CC2CCC1C2)NC(=O)NC1CCCC1 (stereo not drawn)	1%	-4%	8	12%	i	-8%	2	0%	12%
COc1ccc(CCn2c(=N)c(S(=O)(=O)c3ccc(Cl)cc3)cc3c(=O)n4ccccc4nc32)cc1	-4%	-27%	-8	-19%	14%	10%	-2	3%	-1%
CCc1ccc(NC(=O)NNC(=O)c2ccc3ccccc3c2O)cc1	-7%	32%	-1	14%	-6%	1%	-3	1%	5%
Cn1c(=O)n(Cc2ccccc2F)c(=O)c2c1nc1n2CCN1Cc1ccco1	9%	?	0	-18%	-24%	7%	1	9%	8%
CCc1cc2ccc(C)cc2nc1SCC(=O)c1ccc(NC(C)=O)cc1	-30%	0%	10	-13%	-20%	-25%	15	1%	-1%
CCn1nnc(NC(=O)CSc2ccc(Cl)cc2)n1	-8%	10%	-14	5%	-4%[57.5 µM]	6%	-18	-17%	0%
Cc1ccc(-n2c(C)nc3c(cnn3-c3ccccc3)c2=O)cc1	3%	16µM*	.	0%	-13%	18%	3	-3%	8%
O=c1c2c(n3nnnc3n1-c1ccccc1)-c1ccccc1CC21CCCC1	-2%	10%	0	7%	?	-2%	-5	7%	1%
Cc1cc(OCC(=O)Nn2cnnc2)c(C)cc1Br	4%	?	-1	12%	i	34%	4	1%	9%
CC(C)(C)C(=O)NNC(=O)c1cnccn1	-6%	-16%	-17	-16%	30%	2%	-9	0%	11%
O=C(Nc1ccc(F)cc1F)Nc1sccc1-c1nc2ccccc2s1	-7%	-15%	38	17%	-14%	-3%	3	8%	-17%
S=c1[nH]nc(-c2ccccc2)n1/N=C/c1ccc(-c2ccccc2Cl)o1	7%	13µM*	?	5%	i	-7%	4	21%	?
CCN(CC)c1ccc(NC(=O)COCc2cc(-c3ccc4c(c3)OCO4)on2)c(C)c1	.	-18%	.	19%	-61%[inhibitor]	1%	3	.	-4%
COc1ccc(OC)c2sc(N3CCN(C(=O)CCS(=O)(=O)c4ccc(F)cc4)CC3)nc12	.	?	.	23%	i	4%	7	.	45%[activator]
Cc1ccc(S(=O)(=O)NCC2CCC(C(=O)N3CCOCC3)CC2)cc1 (stereo not drawn)	2%	3%	9	21%	i	?	4	0%	-25%

SMILES	aSyn yeast inh	KB-V1 MDR tox	D3 antag	TDP-43 yeast inh	PTHR1 ag	HEK293 tox	D3 ag	GLP1R ag	GLP1R inv ag
Cc1ccc(C(=O)Nc2nc(C)c(C(=O)Nc3ccc4c(c3)CCC4)s2)cc1	3%	2.9µM*	-2	-2%[0.397 µM]	-19%	-16%	2	19%	?
COCCNc1cnn(-c2ccccc2)c(=O)c1Cl	2%	?	7	4%	i	-13%	9	-2%	-4%
O=C(Nc1ccon1)c1cc(-c2ccccc2)nc2ccccc12	-9%	?	1	?	i	-2%	7	-1%	?
N#CCSc1ccc2nc(-c3ccccc3)cn2n1	1%	9%	16	0%	-30%	5%	2	7%	23%
COc1ccc(OC)c(C(=O)NC2CCCc3c2cnn3-c2cc(C)cc(C)c2)c1 (stereo not drawn)	-18%	1%	57	?	-16%	-3%	2	9%	10µM*
COC(=O)c1ccc(NC(=O)COc2cccc3c2OC(C)(C)C3)cc1	-1%	-25%	16	?	-19%	1%	-2	1%	?
Cc1ccc(S(=O)(=O)CCC(=O)Nc2nc3c(s2)CCCC3)cc1	6%	-29%	-15	2%	-3%[57.5 µM]	-17%	1	14%	8%
O=C(O)CC(NCc1ccco1)C(=O)OCCCl (stereo not drawn)	1%	20%	-6	-10%[9.22 µM]	-3%	0%	11	0%	-3%
O=C(CN1CCCCC1)Nc1c2c(nc3ccccc13)N(c1ccccc1)CC2	3%	?	1	-3%	i	-4%	-2	9%	?
COc1ccc(N2CCN(C(c3cc4cc(C)ccc4[nH]c3=O)c3nnnn3Cc3ccccc3)CC2)cc1 (stereo not drawn)	-5%	-6%	-8	-8%	i	-7%	-1	-1%	?
CCCCC(=O)OCC(=O)c1ccc(OCC)cc1	-21%	-5%	-15	-11%	-5%[57.5 µM]	6%	2	-8%	11%
Cc1ccc2nc(N3C(=O)CNC3=S)sc2c1	0%	?	-16	-39%[inhibitor]	-16%	?	-11	11%	?
CCOC(=O)C1=CN(C)C=C(C(=O)OCC)C1c1ccsc1	.	?	-20	7%	-17%	.	0	7%	1%
Cc1cccc(C)c1NC(=O)CNC(=O)CN1C(=O)NC2(CCc3ccccc32)C1=O (stereo not drawn)	3%	12%	33	20%	-30%[inhibitor]	4%	-3	-2%	-11%
Cc1ccc2oc(C(=O)N3CCC(O)(c4cccc(C(F)(F)F)c4)CC3)c(C)c2c1	-4%	?	24	-14%[1.82 µM]	i	-8%	14	34%	?

SMILES	aSyn yeast inh	KB-V1 MDR tox	D3 antag	TDP-43 yeast inh	PTHR1 ag	HEK293 tox	D3 ag	GLP1R ag	GLP1R inv ag
CCOC(=O)c1cccc(NC(=O)CSc2nnc(-c3ccncc3)n2CCCOC)c1	-1%	?	6	21%	i	14%	2	-2%	0%
CCC(C)(C)n1nnnc1C(c1cc2ccc(C)cc2[nH]c1=O)N(Cc1cccnc1)Cc1ccco1 (stereo not drawn)	0%	21µM*	-10	-14%	i	-16%	-15	4%	-5%
Cc1c(C(=O)NCc2ccco2)oc2c(F)cccc12	-2%	-4%	-20	10%	i	4%	-6	-1%	16%
CCCCCCNc1c([N+](=O)[O-])c(=O)sc2ccccc12	10%	?	0	-26%[9.22 µM]	-29%	-5%	1	10%	?
CN(C)CC(C)(C)CNS(=O)(=O)c1cccc2nsnc12	-1%	14%	7	24%	i	6%	1	-9%	10%
CCOc1ccc(NC(=O)N2CCN(c3nc4ccccc4s3)CC2)cc1	0%	-13%	24	1%	-32%[inhibitor][57.5 µM]	-13%	4	-9%	-2%
O=C(COC(=O)c1ccc2c(c1)OCO2)Nc1ccccc1OC(F)F	-10%	-17%	9	20%	i	-9%	-12	11%	0%
CNc1oc(Cc2ccccc2)nc1S(=O)(=O)c1ccccc1	-7%	-29%	-89*	17%	-5%[57.5 µM]	8%	4	-7%	3%
COc1ccc(-c2nn(-c3ccccc3)cc2C(=O)NC2CC2)cc1	-4%	-18%	3	11%	i	-16%	-1	17%	12%
CSc1nsc(NC(=O)CCNC(=O)c2ccc([N+](=O)[O-])cc2)n1	6%	-6%	-4	-3%	i	6%	0	1%	21%
Cc1nc(N2CCOCC2)[nH]c(=O)c1CCC(C)C	-2%	-20%	17	-19%	-10%[57.5 µM]	-1%	1	-3%	-7%
Cc1nc(SCC(=O)Nc2cc(C)on2)c2c(C)c(C)sc2n1	0%	5%	1	-19%	?	1%	1	1%	7%
Cc1ccc(C(=O)Nc2nc(=O)n(C(=O)CC(C)C)s2)cc1	0%	9%	-23	-9%	-19%[57.5 µM]	-5%	-10	1%	-15%
O=C(Cn1cc(SCc2ccccc2Cl)c2ccccc21)N1CCOCC1	?	10%	-7	?	-22%	-20%	1	1%	?
COCC(=O)N(Cc1cc2cc(OC)ccc2[nH]c1=O)c1ccccc1	3%	6%	17	-6%	-23%[57.5 µM]	-11%	-2	-17%	4%

SMILES	aSyn yeast inh	KB-V1 MDR tox	D3 antag	TDP-43 yeast inh	PTHR1 ag	HEK293 tox	D3 ag	GLP1R ag	GLP1R inv ag
Cc1ccsc1CN(C)C(=O)CN1C(=O)NC2(CCCCC2C)C1=O (stereo not drawn)	-7%	0%	-7	16%	-14%	8%	2	3%	-11%
O=C(N/N=C/C=C/c1cccc([N+](=O)[O-])c1)c1ccncc1	1%	0%	-14	-10%	i	-3%	4	-1%	2%
N/C(=N\OC(=O)c1ccccc1)C(C(=O)NOC(=O)c1ccccc1)C1CCCCC1 (stereo not drawn)	-51%[inhibitor]	?	2	-41%[inhibitor]	i	?	1	23%	?
O=C(Cn1ccc(C(F)(F)F)n1)N/N=C/c1ccc2c(c1)OCO2	0%	-11%	-15	-7%	i	-1%	-5	-1%	23%
COc1ccc(NC(=O)COC(=O)Cn2cnc3ccccc3c2=O)c(OC)c1	-8%	11%	-1	3%	i	0%	-1	4%	16%
c1ccc(C2Oc3ccccc3C3CC(c4cccs4)=NN32)cc1 (stereo not drawn)	-23%	?	1	-1%	-36%[inhibitor]	43%[activator]	2	-6%	?
O=C(N/N=C/c1ccccc1C(=O)O)c1cccc(S(=O)(=O)Nc2cc(Cl)ccc2Cl)c1	1%	23%	-19	-16%	i	3%	-7	-1%	6%
O=C(NCC1CC1)c1ccc2c3n(nc2c1)-c1ccccc1CO3	-5%	?	11	12%	-58%[inhibitor]	-4%	14	0%	?
C/C(=N\NC(=O)c1nnn(-c2nonc2N)c1CN1CCCCCC1)c1ccc(Br)cc1	2%	-9%	-16	0%	19%	-6%	-11	-1%	-22%
CN1CCN(c2ccccc2NC(=O)COc2ccc(Cl)cc2)CC1	-6%	?	3	6%	i	7%	2	2%	?
O=C(CCS(=O)(=O)c1cccc2nonc12)N1CC(=O)N(CCc2ccccc2)C(=O)C1	0%	6%	17	-3%	-17%	-6%	5	-8%	0%

# Screening results from PubChem BioAssay.
